# From PubChem
# GC-B act: GC-B (human) receptor activation | P20594 | HEK293-GC-B cells, CNP EC30, cGMP TR-FRET; 0% at EC30 CNP, 100% saturating CNP | activation, % at 10 µM | actives 0.11% (n = 370,000) | AID 1920062;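 active = activation at 10 µM reaching about 35% in either raw or pattern-adjusted values, limit read from the data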
# rCAG binder: molecules binding r(CAG) RNA repeats; AID 651821; inhibition, % at 3 µM; actives 1.3% (n = 370,000); r(CAG) RNA repeat, TO-PRO-1 dye displacement fluorescence;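 active = inhibition above the plate cutoff, the mean of all test compounds on that plate plus 3 SD, cut at about 35% in these data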;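 also: 0% = DMSO alone and 100% = 100 µM mitoxantrone as full dye displacement; higher means more dye released from RNA so lower well fluorescence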
# ASAP1 inh: blocks human ASAP1-stimulated Arf1 GTP hydrolysis. GDP FP detection. inhibition, % at 16.5 µM. actives 0.19% (n = 360,000); in the data active = inhibition above about 25%;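 also: 0% = vehicle with enzyme and substrate and 100% = no enzyme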
# Target sequence (Q9ULH1 325-724 limits assumed): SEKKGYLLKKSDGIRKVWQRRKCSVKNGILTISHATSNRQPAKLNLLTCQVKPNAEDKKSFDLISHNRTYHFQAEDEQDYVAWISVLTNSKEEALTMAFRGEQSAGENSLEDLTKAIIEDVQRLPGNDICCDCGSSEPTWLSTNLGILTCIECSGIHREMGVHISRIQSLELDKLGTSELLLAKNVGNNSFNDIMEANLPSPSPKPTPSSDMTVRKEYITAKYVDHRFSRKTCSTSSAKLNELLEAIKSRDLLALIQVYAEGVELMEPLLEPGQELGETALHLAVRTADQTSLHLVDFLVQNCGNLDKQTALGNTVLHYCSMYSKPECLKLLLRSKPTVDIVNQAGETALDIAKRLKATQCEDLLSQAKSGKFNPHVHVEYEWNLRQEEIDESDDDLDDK
# NPR1 activator: GC-A (human) enzyme activation. P16066. HEK293 GC-A cells, cGMP TR-FRET, EC30 ANP; 0% at EC30 ANP, 100% saturating ANP. activation, % at 10 µM. actives 0.14% (n = 370,000); in the data active = activation above about 40%
# PG9 Ab binder: small molecules binding HIV-1 gp120 antibody PG9; TR-FRET gp120-PG9 antibody binding; inhibition, % at 6.7 µM; actives 0.43% (n = 360,000); AID 624416; in the data active = inhibition above about 8.5%
# ABHD4 inh: inhibitors of mouse ABHD4; Q8VD66; purified mABHD4, FP-Rh probe fluorescence polarization; inhibition, % at 8.92 µM; actives 0.54% (n = 370,000); AID 720543;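 active = inhibition exceeding the mean over every tested compound plus 3 SD, cut at about 30% in these data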;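 also: 0% = plate median of compound wells and 100% = S159A mutant with DMSO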
#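 Test system: mABHD4 protein; Read-out basis: % inhibition; Incubation: 45 min + 60 min at 25 °C; Repeats: single replicate; Technique: fluorescence polarization with parallel and perpendicular emission, 525/598 nm; Compound: 8.92 µM, single dose; Benchmarks: full inhibition S159A mutant plus DMSO, zero as sample-well median.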
# Rev-erbA mod: modulates human Rev-erb alpha binding to DNA; P20393; Rev-erbα–FITC-DNA binding, fluorescence polarization, 90 min; activity, % at 10 µM; actives 0.79% (n = 370,000);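 active = activity above about 14%, limit read from the data; passing the limit was not always enough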;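 also: 0% = DMSO wells with 35 nM protein and 100% = DMSO wells with 750 nM protein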
# Target sequence (P20393 whole entry, looked up): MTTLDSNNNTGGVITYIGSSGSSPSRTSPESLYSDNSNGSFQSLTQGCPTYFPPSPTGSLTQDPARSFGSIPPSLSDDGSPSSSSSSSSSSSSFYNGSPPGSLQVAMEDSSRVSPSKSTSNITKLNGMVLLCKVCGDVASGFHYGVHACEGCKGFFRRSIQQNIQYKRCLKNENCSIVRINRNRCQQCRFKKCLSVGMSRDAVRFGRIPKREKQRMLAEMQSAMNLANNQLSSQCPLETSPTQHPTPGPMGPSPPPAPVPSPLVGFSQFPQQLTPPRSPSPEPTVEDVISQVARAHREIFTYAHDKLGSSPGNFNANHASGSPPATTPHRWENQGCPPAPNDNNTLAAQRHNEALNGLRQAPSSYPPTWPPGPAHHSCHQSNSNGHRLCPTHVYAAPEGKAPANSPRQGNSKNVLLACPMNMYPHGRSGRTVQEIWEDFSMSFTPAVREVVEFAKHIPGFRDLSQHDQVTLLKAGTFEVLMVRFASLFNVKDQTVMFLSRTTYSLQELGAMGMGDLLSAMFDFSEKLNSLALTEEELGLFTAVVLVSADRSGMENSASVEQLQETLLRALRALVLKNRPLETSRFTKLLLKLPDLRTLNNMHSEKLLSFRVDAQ
# HTRA1 inhibitor: inhibitors of human serine peptidase HTRA1 | inhibition, % at 5.96 µM | actives 0.5% (n = 340,000) | recombinant HTRA1, FP-rhodamine activity-based probe, fluorescence polarization; in the data active = inhibition above about 36%;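 also: 0% = enzyme with DMSO and 100% = wells lacking enzyme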
# SMARCA2 activ: increases SMARCA2 function in MMTV reporter cells; MG213 cells, MMTV-luciferase reporter, dexamethasone, overnight; activation, % at 9.1 µM; actives 1% (n = 370,000); AID 652017; in the data active = activation above about 7.8%;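 also: 0% = vehicle wells and 100% = reference activator wells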
# ARFGAP1 inh: inhibitors of rat ARFGAP1; Arfgap1-stimulated ARF1 GTP hydrolysis, GDP FP detection; Q62848; actives 0.26% (n = 360,000); inhibition, % at 16.5 µM; AID 651572;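 active = inhibition above a per-plate limit, mean inhibition of low control wells plus 3 SD, cut at about 25% in these data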;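 also: 0% = DMSO wells with enzyme and 100% = wells lacking Arfgap1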
#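 Material: rat Arfgap1 GAP domain (His6, aa 1-136), purified enzyme. Also added: human ARF1(Δ1-17)-GTP substrate. Compound dosing: 16.5 µM single point, 1.26% DMSO. Timing: enzyme reaction 120 min at 25 °C after 20 min preincubation. Signal: GDP detection by fluorescence polarization. Read-out basis: percent inhibition of GAP-stimulated GDP formation, scaled between DMSO and no-Arfgap1 medians.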
# * = called active by the depositor; / = not tested or not shown.
Molecule	GC-B act	rCAG binder	ASAP1 inh	NPR1 activator	PG9 Ab binder	ABHD4 inh	Rev-erbA mod	HTRA1 inhibitor	SMARCA2 activ	ARFGAP1 inh
CC(=O)N/C(=C\c1ccccc1)C(=O)OCC(=O)NC1CCS(=O)(=O)C1 (stereo unspecified)	-6	-1	-3	-1	-1.4	-2	-3	11	0	4
O=C1CCCN1CCCN1CC(C(=O)N(CCO)Cc2ccccc2)CCC1=O (stereo unspecified)	3	-5	19	0	-0.9	7	1	1	2	9
CC(=O)c1ccc(S(=O)(=O)Nc2ccccc2C(=O)NC2CC2)cc1	-3	3	-2	-1	-0.6	0	6	11	2	10
COc1ccc(CN(CCc2ccccc2)Cc2ccccc2)cc1OC	3	1	-2	-2	0.2	-3	-2	-9	-3	1
Cc1cccc(C(=O)NNC(=O)c2cc3cc4ccccc4nc3s2)c1	-5	7	14	2	-4.6	4	-1	-5	1	8
Fc1ccccc1NC(=S)N1CCC(c2ccccc2)C1 (stereo unspecified)	1	-1	-2	1	-0.5	-1	9	6	7	-2
COc1cc(C(=O)N/N=C(\C)Cc2ccccc2)cc(OC)c1OC	-4	1	15	2	-2.2	-2	-3	7	3	9
COc1cc(/C=N/NC(=O)c2ccc(CSc3nncn3C)cc2)cc(OC)c1O	-2	-5	16	-2	0.3	-1	11	7	3	11
CCCc1ccc2oc(C(=O)NCCN3CCCC(O)C3)c(C)c2c1 (stereo unspecified)	-2	-8	-7	3	-0.2	-3	1	1	1	-1
Cc1cccc(C(=O)N2CCc3c([nH]c4ccccc34)C2CC(C)C)n1 (stereo unspecified)	3	-2	17	-6	-0.2	-6	2	-6	3	2
CC(=O)c1cccc(OCc2cc(C(=O)N(C)C(C)c3ccccn3)no2)c1 (stereo unspecified)	-3	-3	2	-3	-0.9	-7	-3	-1	-2	10
CC(C)(C)OC(=O)N1O[C@H]2C[C@@H]1[C@@H]1[C@@H]2N=NN1C12CC3CC(CC(C3)C1)C2	1	-1	3	3	0.0	1	5	8	-2	-3
COc1ccc(NC(=S)N2CCC(N(C)CC3CCCO3)CC2)cc1 (stereo unspecified)	1	1	9	1	-1.7	-1	-1	4	-4	7
COc1ccccc1C(=O)N(NC(=O)Oc1ccccc1)C(C)(C)C	4	0	-3	3	-1.0	-3	-7	-4	-2	-10
COC(=O)c1cc(NS(=O)(=O)c2ccc(N3CCC(C)CC3)c([N+](=O)[O-])c2)cc(C(=O)OC)c1	0	55*	1	-2	1.8	-5	2	-22	-4	-3
COc1ccccc1C(=O)Nc1ccc(CN2CCCCC2)cc1	-3	-6	2	-2	-1.3	4	-3	0	2	8
CC(=O)Oc1c(I)cc(I)cc1C(=O)Nc1ccc(Cl)cc1	-2	22	5	1	0.1	8	-11	-23	-1	9
COc1cc2ccccc2cc1C(=O)N1CCN(C)CC1	2	-3	-2	-2	-1.2	7	3	-1	-1	4
O=C1NC(=Nc2cccc([N+](=O)[O-])c2)SC1(CO)CO	-3	-3	-1	0	2.1	-1	-8	2	-3	4
CCCS(=O)(=O)c1c(S(=O)(=O)CCC)c2cnccn2c1C(=O)c1ccc(Cl)cc1	-3	-5	27*	1	-0.7	7	1	-5	-1	-5

# Single records, from the list above.
# Profile of `Fc1ccccc1NC(=S)N1CCC(c2ccccc2)C1` (stereo unspecified) = GC-B act = 1; rCAG binder = -1; ASAP1 inh = -2; NPR1 activator = 1; PG9 Ab binder = -0.5; ABHD4 inh = -1; Rev-erbA mod = 9; HTRA1 inhibitor = 6; SMARCA2 activ = 7; ARFGAP1 inh = -2
# Profile of `CC(=O)c1cccc(OCc2cc(C(=O)N(C)C(C)c3ccccn3)no2)c1` (stereo unspecified) = GC-B act = -3; rCAG binder = -3; ASAP1 inh = 2; NPR1 activator = -3; PG9 Ab binder = -0.9; ABHD4 inh = -7; Rev-erbA mod = -3; HTRA1 inhibitor = -1; SMARCA2 activ = -2; ARFGAP1 inh = 10

# Continuation.
Molecule	GC-B act	rCAG binder	ASAP1 inh	NPR1 activator	PG9 Ab binder	ABHD4 inh	Rev-erbA mod	HTRA1 inhibitor	SMARCA2 activ	ARFGAP1 inh
Cc1noc(C)c1N=Nc1ccccc1C(=O)O	8	-2	0	-1	-0.3	0	4	1	2	0
CC(NC(=O)COC(=O)CCC(=O)c1ccc(Cl)cc1)c1ccccc1 (stereo unspecified)	-1	2	8	2	0.1	-10	4	2	-3	-10
CC(=O)Nc1ccc(C(=O)CSc2ncn(-c3ccccc3)n2)cc1	-5	3	4	-2	0.2	-17	-3	-7	-1	16
CCCOC1OC(=O)c2c1ccc(OC)c2OC (stereo unspecified)	7	1	-4	1	-1.3	4	-4	-1	1	-8
CC(C)C(=O)N=c1sc2cccc(F)c2n1C	1	-3	0	-3	-0.9	-3	-2	-3	7	6
COc1cc(C(=O)Nc2ccc3c(c2)ncn3C(C)(C)C)cc(OC)c1OC	1	-6	0	4	2.4	5	-1	0	-1	-5
COc1ccc(N/C=C\C(=O)c2ccc(Br)cc2)cc1OC	-5	4	-6	6	-1.5	1	1	-6	3	-2
COc1cccc(Cn2cccc(NC(=O)NCc3ccccc3)c2=O)c1	2	-1	12	3	0.8	-2	-2	-15	-2	-11
Cc1cc(OCC(=O)N2CCOCC2)c(C(C)C)cc1Cl	5	-6	3	-6	-2.4	1	0	-2	4	-2
COc1ccccc1-c1cc(C(F)(F)F)nc(S(=O)(=O)CCCC(=O)N2CCOCC2)n1	4	-5	-9	70*	-1.0	3	2	-5	6	16
OC1CCCN(C(=S)Nc2ccc(SC(F)F)cc2)C1 (stereo unspecified)	4	3	-19	0	-1.4	-5	-4	-3	1	3
Cn1c(=O)n(CCOc2ccc(Cl)cc2Cl)c2ccccc21	4	-3	40*	11	-1.2	3	1	-8	0	30*
C/C(=N\NC(=O)c1ccc(C)cc1)C1C(=O)c2ccccc2C1=O	3	31	1	3	-2.6	33*	8	24	-5	10
CCCC[C@@H]1C=C(C(=O)O)[C@H](c2ccc(Cl)c(Cl)c2)N1S(=O)(=O)c1ccc(C)cc1	0	80*	-15	8	1.7	-19	4	-66	-4	-14
COc1ccc(C2C(C(=O)NCC3CCCO3)c3cc(OC)c(OC)cc3C(=O)N2C)cc1OC (stereo unspecified)	0	-6	9	-3	1.9	-7	4	1	-1	-1
Cc1ccc(-c2n[nH]c3c2CCC3)cc1	2	2	-7	-1	-0.4	12	0	1	2	-9
CC(C)CNc1c(N)n(CC(C)C)c(=O)[nH]c1=O	0	0	5	-2	-1.8	-2	2	6	-5	-8
Cc1ccc(C(=O)N2CCN=C2SCc2ccc([N+](=O)[O-])cc2)cc1C	2	1	-18	7	0.1	4	-9	-2	0	4
CCOC(=O)[C@@H]1[C@H]2COc3ccc(Br)cc3[C@H]2N2C(=O)N(c3cccc(Cl)c3)C(=O)[C@]12C	3	3	11	-7	-1.8	-2	4	-11	1	-7
O=C(OC1CCS(=O)(=O)c2sccc21)c1ccccc1 (stereo unspecified)	12	-3	-7	3	-0.2	-6	-3	0	-1	-7
O=C(Cn1ncc2c(=O)oc3ccccc3c21)N1CCCc2ccccc21	-4	-2	15	-1	-0.6	-4	-3	0	-1	-1
CCCC(c1nnnn1CC(=O)OCC)N(Cc1cc2c(C)cc(C)cc2[nH]c1=O)C1CCCC1 (stereo unspecified)	-1	2	2	4	-3.5	-3	-2	-1	1	-5
CC(C)N1CC2(CC(c3ccccc3C(F)(F)F)=NO2)CN1C(=O)c1ccc(C(C)(C)C)cc1 (stereo unspecified)	3	-2	1	1	-0.2	53*	2	-27	-2	9
CN(C)CCN(C(=O)c1ccc(C(=O)c2ccccc2)cc1)c1nc2cc3c(cc2s1)OCCO3	-2	0	-12	1	-1.5	1	-1	0	0	-2
CCCn1c(SCC(=O)N2CCCc3ccccc32)nnc1-c1ccccn1	-11	-5	10	-10	1.4	-2	-1	1	-5	10
CC(C)N1C(=O)C2C(C(=O)NC3CCCCC3)C3C=CC2(O3)C1C(=O)NC1CCCC1 (stereo unspecified)	7	-4	-7	-2	2.2	6	-2	-4	-2	4
O=C(NCc1ccccn1)c1ccc(Cl)c(S(=O)(=O)N2CCCCC2)c1	-1	-4	4	0	-0.7	2	3	1	-3	9
O=S(=O)(c1ccc(Cl)cc1)N1CCN(c2ncnc3sccc23)CC1	-5	5	-2	-9	0.2	1	-8	-18	-5	-10
CC(C)Sc1nnc(Nc2ccccc2)s1	5	-4	-2	1	-4.3	-5	3	-11	5	4
Cc1c(NC(=O)CN2CCN(c3ccc(O)cc3)CC2)c(=O)n(-c2ccccc2)n1C	5	0	1	1	-2.6	14	2	8	1	0
CCC(C)Sc1nc2c(cnn2-c2ccc(C)cc2)c(=O)[nH]1 (stereo unspecified)	7	3	15	6	2.2	-9	-20	-6	-1	1
CC(C)CCn1cnc2c(c1=O)c1nc3ccccc3nc1n2Cc1ccc2c(c1)OCO2	50*	0	-11	39	-2.0	-1	0	1	2	2
CCNC(=S)N1CCC(c2nc3cc(C)c(C)cc3[nH]2)CC1	-5	-2	6	-2	-1.9	0	5	3	2	-11
COc1cc(CNCCO)ccc1OCCc1ccccc1	-4	-3	-12	0	1.0	4	5	6	-1	6
COc1cc2cc(C(c3nnnn3C(C)(C)C)N3CCc4ccccc43)c(=O)[nH]c2cc1OC (stereo unspecified)	-5	11	16	0	-1.3	-11	-4	-7	-4	9
S=C1NC(c2ccccc2)=NCN1c1ccc(Cl)cc1	-4	-3	1	2	0.1	2	-4	-10	2	0
c1ccc(CNc2nc(NCCc3ccncc3)c3sccc3n2)cc1	-8	1	-4	-16	0.1	4	-1	/	-7	-4
O=S(=O)(c1ccc(Cl)cc1)n1cnc2ccccc21	1	-1	5	1	0.3	-1	0	-2	-2	-12
CN(C)S(=O)(=O)c1ccc2oc(SCC(=O)NCC(F)(F)F)nc2c1	8	2	-9	1	-0.8	-1	3	-7	1	2
CC(=O)NCCc1nc2ccccc2n1Cc1ccc(Cl)cc1	1	-3	9	-2	1.1	9	4	5	-3	-1
CC(=O)OCC(=O)C1CCC2C3CC=C4CC(O)CCC4(C)C3CCC12C (stereo unspecified)	3	1	-12	1	-0.6	7	6	-2	-4	14
CCn1c(C)c(C(=O)O)c2cc(OC)c3ccccc3c21	0	8	5	-3	-1.8	13	-1	5	-2	1
Cc1nn(C(=O)N2CCOCC2)c(C)c1C	-3	0	1	0	-0.2	1	0	-2	-6	6
Cc1ccc(NC(=O)CCNCc2ccco2)cc1S(=O)(=O)N(C)C	0	-4	1	1	-2.0	15	2	10	-1	3
Cc1nn2c(-c3cccc(NC(=O)c4ccco4)c3)nnc2c2ccccc12	10	5	-10	8	0.1	-20	-5	-33	-1	-7
Cc1nc2nc(SCC(=O)c3ccc([N+](=O)[O-])cc3)[nH]c2cc1Br	-5	12	2	-3	-0.1	10	-2	3	-3	6
Cc1cc(C)n2nc(SCC(=O)NC(=O)NCc3ccco3)nc2n1	6	5	-7	3	-1.2	2	2	2	0	-2
Cc1ccc(C(=O)CCC(=O)N2CCN(C(=O)c3ccco3)CC2)cc1	-2	-3	10	-1	1.1	4	-2	8	-3	-7

# Shown as a hit in ARFGAP1 inh, of those listed so far:
SMILES | GC-B act | ASAP1 inh | NPR1 activator | PG9 Ab binder | ABHD4 inh | Rev-erbA mod | HTRA1 inhibitor | SMARCA2 activ | ARFGAP1 inh
Cn1c(=O)n(CCOc2ccc(Cl)cc2Cl)c2ccccc21 | 4 | 40* | 11 | -1.2 | 3 | 1 | -8 | 0 | 30*
